C8 TRAIL sens: viability loss with TRAIL in NB7+C8 cells, primary screen, TRAIL sensitizer project, cell-based, ATPlite luminescence. inhibition (viability loss, TRAIL sensitization), % at 10 µM. 1% of 360,000 active. AID 624354, 2012;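 active = compounds causing at least 50% loss of cell viability in the single-dose screen, relative to plate controls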
SRC3 inh: SRC3 coactivator transcriptional activity inhibitors, primary screen, cell-based, luminescence. 0.17% of 360,000 active. HEK293 GAL4-SRC3 luciferase reporter. inhibition, % at 3.6 µM;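 active = inhibition above a per-campaign cutoff, the mean of all compounds plus 3 SD, cut at about 60% in these data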;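 note: 0% = DMSO-treated cells and 100% = gossypol-treated cells at 36 µM; higher means less SRC3-driven luciferase light from the GAL4 reporter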
TWEAK-Fn14 inh: inhibitors of TWEAK-Fn14 signaling, primary screen, luciferase reporter cells, uHTS; TWEAK-stimulated Fn14 reporter cells, luciferase luminescence, 8 h; inhibition, % at 10 µM; 2% of 360,000 active; AID 1159606, 2016; in the data active = inhibition above about 50%
LRH-1 inv ag: LRH-1 (NR5A2) inverse agonists, primary screen, cell-based, luminescence, HEK293T, StAR-luciferase reporter. Nuclear receptor subfamily 5 group A member 2 (Homo sapiens), O00482. LRH-1 transfected, 24 h. inhibition, % at 3.6 µM. 0.13% of 360,000 active. AID 602396, 2012;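 active = inhibition above the mean inhibition of all tested compounds plus 3 SD, cut at about 73% in these data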;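 note: 0% = DMSO wells and 100% = reporter-only cells lacking LRH-1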
NCOA2 inhibitor: inhibition of GAL4-SRC2 driven luciferase reporter, primary screen, SRC2 inhibitor project, cell-based, luminescence. Nuclear receptor coactivator 2 (Homo sapiens), Q15596. HEK293 GAL4-SRC2 luciferase reporter. inhibition, % at 9 µM. 0.17% of 370,000 active. AID 651957, 2012;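 active = inhibition above the mean inhibition of all tested compounds plus 3 SD, set per campaign, cut at about 52% in these data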;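 note: 0% = DMSO treated cells and 100% = cells given Gossypol at 36 µM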
TROY signal inh: inhibitors of TROY-driven NF-kB signaling, primary screen, Q293 LMP1-TROYcd cells, NF-kB luciferase, uHTS; Q293 LMP1-TROYcd NF-kB luciferase reporter, 4 h; inhibition, % at 10 µM; 0.98% of 360,000 active;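 active = compounds whose plate-normalised and pattern-corrected inhibition of the luciferase reporter signal at the single screening dose is 50% or more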
EBV LMP1 NFkB: EBV LMP1-driven NF-kappaB luciferase reporter inhibitors, primary screen, cell-based, luminescence, single point | 0.69% of 350,000 active | LMP1-induced NF-kappaB luciferase reporter cells | inhibition, % at 12.5 µM; in the data active = inhibition above about 41%;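 note: 0% = neutral control wells and 100% = reference inhibitor control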
SRC1 inh: SRC1 coactivator transcriptional activity inhibitors, primary screen, cell-based, luminescence | 0.12% of 360,000 active | Nuclear receptor coactivator 1 (Homo sapiens), Q15788 | inhibition, % at 3.6 µM | HEK293 GAL4-SRC1 luciferase reporter | AID 588354, 2011;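 active = inhibition above the campaign mean plus 3 SD, with each screening campaign given its own cutoff, cut at about 60% in these data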;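 note: 0% = DMSO treated cells and 100% = gossypol at 36 µM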
NOD2-RIPK2 inh: NOD2-RIPK2 binding disruptors in cells, primary screen, fluorescence, CHO cells, BLA complementation. CCF4 ratio. inhibition, % at 4.98 µM. 0.38% of 360,000 active; in the data active = inhibition above about 21%;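 note: 0% = vehicle only and 100% = reference blocker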
TLR9-MyD88 inh: inhibitors of TLR9-MyD88 association in cells, primary screen, cell-based, CHO, BLA complementation, fluorescence. inhibition, % at 4.98 µM. 0.21% of 340,000 active. CCF4 FRET ratio. Toll-like receptor 9 (Homo sapiens) + Myeloid differentiation primary response protein …;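 active = inhibition above the mean over all tested compounds plus 3 SD, cut at about 21% in these data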;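 note: 0% = DMSO only wells and 100% = clavulanate BLA inhibitor control wells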
NR2F2 inh: NR2F2 transcriptional activity inhibitors, primary screen, cell-based, luciferase reporter, HEK293T, luminescence. COUP transcription factor 2 (Homo sapiens), P24468. HEK293T NGFI-A luciferase reporter. inhibition, % at 8.6 µM. 0.7% of 370,000 active. AID 686940, 2013;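 active = inhibition above a per-plate cutoff, mean inhibition of test wells between control levels plus 3 SD, cut at about 38% in these data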;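 note: cells cotransfected with COUP-TFII expression vector driving the NGFI-A reporter; 0% = median of COUP-TF2 test wells and 100% = reporter-only cells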
* marks the source's active call; other numbers are inactive results; x = not tested or not shown.

SMILES | C8 TRAIL sens | SRC3 inh | TWEAK-Fn14 inh | LRH-1 inv ag | NCOA2 inhibitor | TROY signal inh | EBV LMP1 NFkB | SRC1 inh | NOD2-RIPK2 inh | TLR9-MyD88 inh | NR2F2 inh
O=C(Nc1ccc(OCc2ccccc2)cc1)Nc1nnc([C@@H]2C[C@H](O)[C@@H](CO)O2)s1 | 9 | -11 | -3 | 11 | -6 | -21 | x | 0 | -3 | x | -13
O=c1c2c(-c3cccs3)csc2ncn1-c1ccccc1 | -21 | 18 | 1 | 4 | -11 | 1 | -5 | -23 | 6 | -14 | 2
CN(C(=O)Nc1ccc(Cl)cc1Cl)[C@H]1c2cc(Br)ccc2OC[C@H]1CO | 0 | 22 | 2 | 15 | -3 | 5 | -2 | 12 | -1 | 5 | 17
O=C(COc1ccc(Cl)cc1)Nc1ccc2c(c1)CCC2 | 0 | 4 | -28 | 8 | -5 | -36 | -6 | 3 | -4 | 3 | -11
COc1ccc(NC(=O)N2CCCCCC2)cc1 | 13 | -17 | -11 | -25 | -22 | -13 | -4 | -62 | -11 | 0 | -15
Cc1cccc(NC(=O)CNC(=O)c2ccc(-n3cncn3)c([N+](=O)[O-])c2)c1C | -14 | -15 | -12 | 23 | 6 | 8 | 1 | -5 | 2 | 0 | -25
COc1ccc(CC(=O)c2ccc(OC)c(OC)c2)cc1 | 3 | -19 | -28 | -24 | -28 | -24 | -3 | -18 | -10 | -6 | -8
CSCCC(NC(=O)c1ccc([N+](=O)[O-])cc1Cl)C(=O)OC1CCCCC1=O (centres undefined) | -1 | 13 | -1 | 2 | -2 | 5 | -5 | 10 | -3 | -7 | -23
COc1ccc(/C=N/Nc2nc3ccccc3s2)cc1O | 44 | -52 | 74* | -129 | -27 | 60* | -19 | -121 | -10 | 7 | -65
CCOC(=O)c1ccc(NC(=O)Nc2cc(C)on2)cc1 | 42 | -3 | 8 | -14 | -6 | -62 | 2 | -28 | 8 | 3 | -9
Cc1ccsc1/C=N\Nc1cn[nH]c(=O)c1Cl | 7 | -1 | -13 | 4 | -72 | -8 | -11 | -13 | -4 | 4 | -22
CCOC(=O)C1CSC(CC(=O)Nc2ccc(OCC)cc2)C(=O)N1 (centres undefined) | 5 | 2 | -4 | -17 | -17 | -33 | -3 | -2 | -19 | -3 | -15
C[C@H]1CN(Cc2ccccc2)C(=O)[C@@H]1CC(=O)Nc1ccccc1 | -14 | -10 | -9 | -12 | 18 | -4 | 10 | 6 | -14 | 4 | -6
O=C(Nc1ccccc1C(=O)N1CCOCC1)C1COc2ccccc2O1 (centres undefined) | 4 | 11 | 9 | 8 | -41 | -8 | 2 | 7 | -4 | 6 | 2
O=C(CSc1nc2ccc(F)cc2c(=O)n1-c1ccccc1)Nc1ccc2c(c1)CCC2 | 19 | -16 | 11 | 44 | -30 | -19 | x | -6 | -1 | x | -15

4 records picked at random from those above, as already listed:
SMILES | C8 TRAIL sens | SRC3 inh | TWEAK-Fn14 inh | LRH-1 inv ag | NCOA2 inhibitor | TROY signal inh | EBV LMP1 NFkB | SRC1 inh | NOD2-RIPK2 inh | TLR9-MyD88 inh | NR2F2 inh
O=c1c2c(-c3cccs3)csc2ncn1-c1ccccc1 | -21 | 18 | 1 | 4 | -11 | 1 | -5 | -23 | 6 | -14 | 2
COc1ccc(NC(=O)N2CCCCCC2)cc1 | 13 | -17 | -11 | -25 | -22 | -13 | -4 | -62 | -11 | 0 | -15
O=C(Nc1ccccc1C(=O)N1CCOCC1)C1COc2ccccc2O1 (centres undefined) | 4 | 11 | 9 | 8 | -41 | -8 | 2 | 7 | -4 | 6 | 2
COc1ccc(CC(=O)c2ccc(OC)c(OC)c2)cc1 | 3 | -19 | -28 | -24 | -28 | -24 | -3 | -18 | -10 | -6 | -8

Continued.
SMILES | C8 TRAIL sens | SRC3 inh | TWEAK-Fn14 inh | LRH-1 inv ag | NCOA2 inhibitor | TROY signal inh | EBV LMP1 NFkB | SRC1 inh | NOD2-RIPK2 inh | TLR9-MyD88 inh | NR2F2 inh
COc1ccc(NC(=O)Nc2ccc(Br)cn2)cc1OC | 2 | -12 | 22 | -26 | -7 | -47 | 5 | -13 | -4 | 5 | -3
Cc1cccc(NCc2nc(SCC(=O)Nc3ccccc3)n[nH]2)c1 | 5 | 12 | 3 | 11 | -17 | 9 | -2 | -2 | -5 | -6 | 13
CC(C)[C@H](NC(=O)c1ccccc1)C(=O)OCC(=O)N1CCN(C(=O)c2ccco2)CC1 | -1 | 6 | -6 | 8 | 11 | 10 | 8 | 5 | -9 | -4 | 12
COc1ccc(Br)cc1C1CC(=O)N2CN(C)CSC2=C1C#N (centres undefined) | 24 | -5 | 2 | 15 | 7 | -4 | -2 | -3 | -8 | -14 | -1
O=C(CNC(=O)c1ccc(Br)o1)NNC(=O)COc1ccccc1Cl | -2 | 16 | -4 | 8 | -18 | 5 | -1 | -8 | -10 | -2 | -3
CN(C)c1ccc(C2N(C)C(=O)c3ccccc3N2C)cc1 (centres undefined) | 11 | 0 | -11 | 10 | 10 | -3 | 7 | -14 | -2 | 6 | -8
CC1(C)Cc2nc3sc(C(=O)NCCO)c(N)c3cc2CO1 | -4 | -38 | -11 | -30 | -3 | -12 | -6 | -57 | -7 | -2 | -6
CCc1nc(Sc2nc(C)cc(C)n2)c2oc3ccccc3c2n1 | 0 | -2 | 46 | -3 | 14 | 6 | -1 | -2 | -5 | -8 | -16
Cc1noc(C)c1COC(=O)c1cccc(S(=O)(=O)N2CCOCC2)c1 | -2 | -4 | 8 | -9 | -14 | 16 | 3 | 4 | 7 | -1 | 0
CCC(=O)Nc1ccc2nc(C)n(CC(=O)Nc3ccccc3)c(=O)c2c1 | -9 | 14 | -25 | -4 | -30 | 6 | 1 | 5 | 2 | -6 | -19
CCCNCc1nnc(-c2ccccc2Cl)o1 | 15 | -11 | -14 | 1 | -3 | -4 | 3 | -25 | -10 | 5 | -21
O=C(N[C@H](Cc1cc(=O)[nH]c2ccccc12)C(=O)O)c1ccc(Cl)cc1 | -12 | -13 | 18 | -8 | -1 | 4 | 1 | -8 | 2 | 2 | 1
CCOc1ccc2nc(SCC(=O)Nc3cc(C)on3)c(C)cc2c1 | 3 | 1 | 15 | 15 | -4 | 13 | -3 | -1 | -9 | -5 | 2
O=C1/C(=C/c2ccc(F)cc2)SC(=S)N1N1CCOCC1 | 15 | 17 | -3 | 16 | -12 | -2 | 8 | 1 | 6 | 5 | 13
C=CCSc1nnc(C)n1-c1ccc(Cl)cc1 | 18 | 24 | -8 | 0 | 12 | -9 | -5 | -1 | 1 | 1 | 16
CCOCCCNC(=O)C1(O)c2cc(Br)ccc2NC(=O)N1c1ccc(OCC)cc1 (centres undefined) | -2 | -8 | 8 | 6 | 4 | -5 | -2 | 2 | -2 | -12 | 2
CC1(C(=O)NS(=O)(=O)c2ccc(F)cc2F)CCN1C(=O)c1ccco1 (centres undefined) | -5 | -4 | 7 | -20 | -33 | 10 | x | -7 | -4 | x | 8
CCN(CC(=O)NCc1ccc(Cl)cc1)C(=O)CCC(=O)c1ccc(F)cc1 | -9 | 18 | 5 | 8 | -22 | -1 | -4 | 15 | -4 | 3 | -10
O=C(NC1CC1)C1=NOC(CNc2ncc(C(F)(F)F)cc2Cl)C1 (centres undefined) | 14 | -6 | 10 | -2 | 1 | -11 | -1 | -3 | -19 | -5 | 1
Cc1cc(-c2ccccc2)n(-c2ccc(C(=O)N3CCN(c4ncccn4)CC3)cc2)n1 | -1 | 11 | 16 | -21 | -5 | 8 | -1 | -4 | 1 | -1 | 0
CC(C)(/C=N/O)/[N+]([O-])=C/C=[N+](\[O-])C(C)(C)/C=N/O | 0 | 13 | -3 | -4 | -28 | 8 | -5 | 2 | -11 | 9 | -15
Cc1cccc(-c2nnc(SCC(=O)Nc3ncccn3)n2C)c1 | -4 | 21 | 12 | -5 | 12 | 14 | 10 | 13 | -1 | 4 | -7
Cc1ccc(CNC(=O)C2CCC(=O)N(Cc3cccc(F)c3)C2)s1 (centres undefined) | -12 | -26 | -2 | 0 | 14 | -16 | 0 | 7 | -4 | 9 | -8
Cc1nnc(SC2CC(=O)N(c3ccccc3)C2=O)s1 (centres undefined) | -1 | -1 | -6 | 14 | 23 | 0 | -1 | -2 | -10 | 1 | 14
O=C(NCCCN1CCCCCC1)C1CC(=O)N(CCc2ccccc2)C1 (centres undefined) | -8 | 2 | 8 | -12 | -5 | x | -1 | 6 | -2 | 10 | -4
O=C(O)CCn1c(CO)nc2ccccc21 | 0 | -9 | -11 | -1 | -6 | 10 | 6 | -9 | -7 | 2 | 2
COc1ccc(NC(=O)CS(=O)c2ccc(Br)cc2)cc1 (centres undefined) | -15 | -15 | 0 | 3 | -13 | -12 | -7 | -2 | -6 | -10 | -16
COc1ccc(Br)cc1CNC(=O)CCCc1cn(C)c2ccccc12 | -10 | 1 | -5 | -5 | -18 | 0 | -3 | -5 | -13 | -5 | 6
COc1ccc(CNC(=O)CN2C(=O)NC3(CCCCCC3)C2=O)cc1 | -2 | 5 | 24 | -9 | -19 | -6 | -6 | 6 | 16 | -7 | -4
Cn1ncc2c(Nc3ccccc3Br)ncnc21 | -12 | 12 | -4 | 1 | 15 | -8 | 12 | -3 | -4 | 8 | 9
O=C(Nc1cccnc1)c1ccc(Br)c(S(=O)(=O)N2CCCC2)c1 | 6 | 3 | 2 | -6 | 16 | -15 | 7 | 0 | -15 | -5 | 12
N#C/C(=C\c1ccc(O)c(O)c1)C(=O)N1CCc2ccccc21 | 2 | -2 | -2 | -12 | -15 | -34 | -14 | 4 | -7 | 2 | 11
O=c1[nH]c2ccccc2nc1/C=C/c1ccc(Cl)cc1 | 73* | -66 | -2 | -46 | -41 | -30 | -37 | -72 | -12 | -4 | -4
CCCn1c(CCC(=O)O)nc2cc(S(=O)(=O)N3CCCC3)ccc21 | -4 | -6 | -10 | -6 | -39 | -2 | 4 | 6 | 0 | 2 | -40
CCN1C(=O)[C@H]2[C@@H](c3ccc(-c4cccc(Cl)c4)cc3)N[C@@](CC(C)C)(C(=O)OC)[C@H]2C1=O | 8 | 15 | -15 | -10 | -12 | -7 | 4 | 5 | 6 | -5 | -21
O=C(CNC(=O)C(c1ccccc1)c1ccccc1)N/N=C\c1cccc(O)c1 | -24 | 8 | 7 | -3 | -16 | 5 | -8 | -10 | -11 | -5 | -15
COc1cc(/C=C/C(=O)c2cccc([N+](=O)[O-])c2)cc(OC)c1OC | 8 | 23 | 38 | 8 | -25 | 36 | 16 | 4 | -2 | -5 | 0
Cc1ccc(/C=C/C(=O)OCC(=O)Nc2ccc3[nH]c(=O)[nH]c3c2)o1 | -1 | -1 | -6 | -12 | 2 | 0 | -5 | -4 | -6 | -4 | 14

Screening data deposited in PubChem by several laboratories.

These rows are one share of the data; the hit share may differ from the screen's.
